Compound activity as filed in PubChem BioAssay.
Wee1 degr inh: Wee1 degradation inhibitors, primary screen, cell-based, HeLa, Wee1K328M-luciferase, luminescence; reporter increase, % at 5 µM; 1.2% of 220,000 active; Wee1-like protein kinase (Homo sapiens), P30291; HeLa Luc-Wee1K328M stability; 100% = proteasome inhibitor MG132 effect; AID 1321, 2008;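 active means activation above the mean of all tested compounds plus 3 SD, set per screening run, cut at about 8.8% in these data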;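 further: cells exposed to compound for 20 h before luminescence read; 0% = DMSO alone and 100% = MG132 at 30 µM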
Target sequence (P30291 whole entry K328M): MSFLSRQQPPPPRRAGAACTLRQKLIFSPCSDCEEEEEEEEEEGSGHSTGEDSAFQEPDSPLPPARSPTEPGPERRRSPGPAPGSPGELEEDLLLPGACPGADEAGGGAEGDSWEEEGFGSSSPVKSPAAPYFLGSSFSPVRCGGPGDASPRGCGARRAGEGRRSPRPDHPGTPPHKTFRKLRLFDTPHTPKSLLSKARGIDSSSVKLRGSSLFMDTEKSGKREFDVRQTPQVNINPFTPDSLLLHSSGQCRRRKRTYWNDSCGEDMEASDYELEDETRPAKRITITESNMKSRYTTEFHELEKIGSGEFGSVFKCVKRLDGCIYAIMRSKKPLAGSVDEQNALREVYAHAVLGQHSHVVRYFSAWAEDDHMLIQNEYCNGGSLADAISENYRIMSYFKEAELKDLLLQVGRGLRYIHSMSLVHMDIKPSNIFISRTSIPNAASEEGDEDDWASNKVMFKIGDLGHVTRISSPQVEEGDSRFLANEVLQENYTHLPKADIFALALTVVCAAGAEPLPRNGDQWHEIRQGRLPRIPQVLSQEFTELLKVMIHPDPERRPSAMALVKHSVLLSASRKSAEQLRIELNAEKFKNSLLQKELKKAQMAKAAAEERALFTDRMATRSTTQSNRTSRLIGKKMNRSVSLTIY
Mdm2 ligase inh: MDM2-luciferase reporter signal enhancers, primary screen, MDM2 E3 ligase inhibitor project, cell-based, luminescence, 1536-well; 0.11% of 210,000 active; E3 ubiquitin-protein ligase Mdm2 (Homo sapiens), Q00987; cell-based MDM2 ubiquitination luciferase reporter, 2 h; 0 = plate control, 100 = twice control, blank-subtracted; signal enhancement, % at 5 µM; AID 1230, 2008;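 active means signal enhancement of 30% or more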;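 further: luminescence tracks abundance of the self-degrading MDM2-luciferase fusion protein; higher signal means inhibition of MDM2 E3 ligase activity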
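Material: Stable MDM2–luciferase fusion reporter cells | Amount: 2000 cells seeded into each well | Dosing: One concentration, 5 µM, with 0.2% DMSO | Incubation: 4 h cell settling then 2 h compound exposure, 37 °C | Measured by: Luciferase luminescence | Read-out basis: % enhancement relative to plate controls after blank subtraction | Benchmarks: Control and blank well means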
eIF4E-4G inh: eIF4E–eIF4G protein interaction inhibitors, primary screen, biochemical, uHTS, TR-FRET, eIF4GI fragment | TR-FRET eIF4E-eIF4GI(517-606) binding, 2 h | AID 782, 2007 | 0.37% of 220,000 active | inhibition, % at 21.7 µM;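 active means inhibition above about 30%, limit read from the data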;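 further: 0% = full FRET control wells and 100% = background wells lacking eIF4GI fragment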
Ba/F3 V617F tox: reduced viability of JAK2V617F-dependent Ba/F3 cells, primary screen, JAK2V617F inhibitor project, cell-based, Ba/F3 EpoR-JAK2V617F, luminescence; 1.1% of 220,000 active; AID 1446, 2008; ATP luminescence; inhibition, % at 5.6 µM;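 active means inhibition above the campaign mean plus 3 SD over all tested compounds, cut at about 24% in these data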;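 further: cytokine-independent growth of Ba/F3 cells driven by EpoR plus mutant JAK2; 0% = DMSO-treated cells and 100% = JAK inhibitor I control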
S1P4 ag: S1P4 receptor agonists, primary screen, cell-based. Sphingosine 1-phosphate receptor 4 (Homo sapiens), O95977. AID 1509, 2009. S1P4-expressing cell line, agonist reporter assay. activation, % at 4.98 µM. 0.35% of 220,000 active; in the data active means activation above about 11%;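 further: 0% = DMSO vehicle and 100% = reference agonist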
NPY2 pot ag: NPY-Y2 potentiators or agonists, primary screen, cell-based; Neuropeptide Y receptor type 2 (Homo sapiens), P49146; cells expressing NPY-Y2, potentiator/agonist read-out; activation, % at 3.6 µM; 0.45% of 220,000 active; AID 1359, 2008; in the data active means activation above about 27%;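 further: cells stimulated with NPY near EC25 plus isoproterenol at EC100; 0% = vehicle plus submaximal agonist and 100% = vehicle plus saturating agonist; some results beyond the cut were filed as inactive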
Target sequence (P49146 whole entry, looked up): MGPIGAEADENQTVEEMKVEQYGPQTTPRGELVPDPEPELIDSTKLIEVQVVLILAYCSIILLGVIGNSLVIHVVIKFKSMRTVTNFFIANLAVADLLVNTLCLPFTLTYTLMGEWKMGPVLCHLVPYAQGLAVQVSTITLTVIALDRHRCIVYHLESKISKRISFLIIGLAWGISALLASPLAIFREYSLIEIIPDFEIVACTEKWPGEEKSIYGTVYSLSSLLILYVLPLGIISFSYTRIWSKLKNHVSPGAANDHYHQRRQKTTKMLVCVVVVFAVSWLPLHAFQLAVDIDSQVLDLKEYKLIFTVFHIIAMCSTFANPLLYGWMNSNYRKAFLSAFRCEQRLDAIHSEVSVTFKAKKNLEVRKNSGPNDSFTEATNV
PERK inh: block of dimerizer-induced PERK translation repression, primary screen, PERK inhibitor project, CHO PERK-DD cells, SEAP luminescence, HTS; CHO PERK-DD fusion, SEAP luminescence translation reporter; inhibition, % at 5.6 µM; 0.17% of 220,000 active; AID 1416, 2008;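 active means inhibition above the mean inhibition of all tested compounds plus 3 SD, set separately per screening campaign, cut at about 2.9% in these data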;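 further: PERK kinase domain activated by AP20187 dimerizer at 100 nM; 0% = DMSO with dimerizer and 100% = rapamycin at 8.4 µM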
BaF3 tox: parental Ba/F3 cell viability inhibition, counter-screen for JAK2V617F inhibitor project, murine pro-B, CellTiter-Glo luminescence; CellTiter-Glo ATP luminescence; inhibition, % at 5.6 µM; 1.1% of 220,000 active;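 active means inhibition above a per-campaign cutoff, the mean inhibition of all tested compounds plus 3 SD, cut at about 27% in these data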;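 further: 0% = DMSO wells and 100% = JAK Inhibitor I control wells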
S1P4 antagonist: S1P4 receptor antagonists, primary screen, cell-based. 0.26% of 220,000 active. AID 1510, 2009. S1P4-expressing cells, antagonist mode, reporter read-out. inhibition, % at 4.98 µM; in the data active means inhibition above about 29%;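 further: 0% = wells stimulated with agonist and 100% = vehicle wells without agonist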
An asterisk follows results filed as active; . = not tested or not shown; [ ] = dose if it differs, or a comment.

The opening three entries (preview)
SMILES | Wee1 degr inh | Mdm2 ligase inh | eIF4E-4G inh | Ba/F3 V617F tox | S1P4 ag | NPY2 pot ag | PERK inh | BaF3 tox | S1P4 antagonist
CCN(c1cccc(C)c1)S(=O)(=O)c1c(C)[nH]c(=O)[nH]c1=O | -1 | -9 | -5 | -4 | -3.4 | 1 | 0.7 | -1 | 9
CCNC(=O)c1ccc(CSc2ccc(Cl)cc2)cc1 | -4 | -6 | 36* | -2 | 3.0 | 7 | 0.5 | 8 | -9
CNCCCOc1ccc(Cl)cc1C(C)(C)C | 3 | -10 | 0 | 7 | -2.4 | 3 | 0.0 | 2 | 22

All compounds of this part (from the top)
SMILES | Wee1 degr inh | Mdm2 ligase inh | eIF4E-4G inh | Ba/F3 V617F tox | S1P4 ag | NPY2 pot ag | PERK inh | BaF3 tox | S1P4 antagonist
CCN(c1cccc(C)c1)S(=O)(=O)c1c(C)[nH]c(=O)[nH]c1=O | -1 | -9 | -5 | -4 | -3.4 | 1 | 0.7 | -1 | 9
CCNC(=O)c1ccc(CSc2ccc(Cl)cc2)cc1 | -4 | -6 | 36* | -2 | 3.0 | 7 | 0.5 | 8 | -9
CNCCCOc1ccc(Cl)cc1C(C)(C)C | 3 | -10 | 0 | 7 | -2.4 | 3 | 0.0 | 2 | 22
CCOc1ccc(C(=O)CN2CCN(S(=O)(=O)c3ccc(Br)cc3)CC2)cc1 | -1 | -9 | 6 | 0 | 0.7 | 4 | -0.5 | -2 | -11
O=C1NN(c2ccc(F)cc2)C(=O)/C1=C\C=C\c1ccco1 | 4 | -5 | 3 | -3 | 0.2 | 10 | 1.1 | 2 | -17
Cc1ccn2cc(CNC(=O)c3ccc(Br)o3)nc2c1 | 3 | -14 | -3[fluorescence artefact?] | -1 | 0.0 | 4 | 1.0 | 8 | -8
Cc1cccn2c(=O)c(C=NCc3ccco3)c(Nc3ccc(SC(F)F)cc3)nc12 | 0 | -15 | 4 | -3 | -1.6 | -1 | 1.6 | 1 | 4
O=C1CCC([N+](=O)[O-])C(c2ccc(Cl)cc2)N1 (centres undefined) | 4 | 18 | 3 | -2 | 0.9 | 6 | 0.6 | 4 | -10
CSc1nc2nc(C)cc(-c3ccccc3)n2n1 | 0 | 8 | 11 | -3 | 4.1 | 3 | 0.0 | 3 | -4
c1ccc(-c2nn[nH]n2)nc1 | -1 | -9 | 3 | -5 | -0.6 | 1 | 2.2 | 0 | 4
CCNC(=O)c1c(C)nc2ccccn12 | -1 | -14 | 3[fluorescence artefact?] | 1 | 1.6 | 4 | -0.3 | 1 | -21
O=C(O)CSCC(=O)Nc1ccccn1 | -1 | 2 | 2 | 1 | -2.1 | -12 | -1.1 | -6 | 1
COc1ccc2cc(C(=O)C3CCCN(Cc4cnc(C)s4)C3)ccc2c1 (centres undefined) | -1 | -7 | -2 | 2 | -0.7 | 13 | 0.1 | 7 | 0
O=C(NCc1csc(-c2cccs2)n1)Nc1cccc(Cl)c1 | 0 | -16 | -2 | 1 | 0.3 | -10 | -0.5 | 0 | 5
O=C1C2C3C=CC(CO)(O3)C2C(=O)N1c1ccc(-c2ccccc2)cc1 (centres undefined) | 4 | . | . | -2 | 0.5 | -8 | 0.3 | 0 | -13
COc1ccc(Nc2cc(C)c3ccccc3n2)cc1 | 2 | -13 | -1 | 0 | -1.1 | 18 | -0.1 | 4 | -3
COc1ccc(OCc2nnc(SCC(=O)NCc3ccco3)o2)cc1 | 2 | -10 | -5[fluorescence artefact?] | -2 | -0.2 | -8 | -0.4 | -1 | -10
CC(C)CCNC(=O)CN(CCCN1CCOCC1)C(=O)Cn1nnc(-c2ccc(F)cc2)n1 | -1 | -18 | 3 | -2 | -1.8 | 0 | -1.3 | 1 | -18
CC(=O)Nc1sc2c(c1C(c1cccc(Cl)c1)N1CCN(CCO)CC1)CCCC2 (centres undefined) | -1 | -4 | -3 | 2 | 0.2 | 22 | -0.1 | 4 | -12
CC(C)(C)c1ccc(C(=O)N/N=C/c2cccc(Cl)c2)cc1 | 3 | -9 | -2 | 0 | 2.4 | 6 | -0.2 | 6 | 4
CCCNC(=O)C1CC(=O)N(c2ccc(OCC(=O)Nc3cccc(C)c3C)cc2)C1 (centres undefined) | -2 | -4 | 1 | -4 | 1.1 | -3 | -0.1 | -3 | -12
Cc1sc2nc(CN(Cc3cccs3)C(=O)C3CC3)[nH]c(=O)c2c1C | 0 | -15 | 2 | 11 | -1.0 | -19 | -1.5 | 86* | 14
Cc1cnc(C(=O)Nc2ccc(F)c(F)c2)cn1 | -2 | -12 | 6 | 0 | -2.3 | -1 | 0.5 | -3 | -8
O=C(O)C1CCC1C(=O)Nc1nc(-c2ccc(Cl)s2)cs1 (centres undefined) | -3 | -7 | 2 | -3 | -0.6 | 1 | 0.4 | -3 | -5
COc1cc(S(=O)(=O)N2CCCCC2)ccc1NC(=O)/C=C/c1ccccc1 | -2 | -6 | 2 | 3 | 1.6 | -22 | -2.1 | 4 | -6
Cn1ncc(Cl)c1C(=O)NCc1ccc(Cl)cc1 | 1 | -10 | 3 | -3 | -0.4 | -6 | -0.1 | 7 | -20
O=C(/C=C/c1ccccc1)NNC(=O)c1cccc(Cl)c1 | 0 | -8 | 0[fluorescence artefact?] | 7 | -3.0 | -24 | -0.7 | 6 | 3
Cn1c(CSc2nc3ccccc3s2)nc2ccccc21 | 5 | -6 | 7 | 0 | 1.0 | -18 | 0.1 | 4 | -16
COCCn1c(SCC(=O)Nc2ccc3c(c2)CCC3)nc2ccccc2c1=O | -2 | 3 | 2 | -2 | 2.0 | 9 | 0.7 | 6 | -15
Cc1ccc(C)c(N2CCN(CCCNC(=O)Cn3cccc3C(=O)c3ccccc3C)CC2)c1 | 2 | -35 | -3 | 41* | -1.7 | -21 | -1.0 | 2 | 15
Cc1ncoc1C(=O)N1CCc2c([nH]c3ccccc23)C1C(C)(C)C (centres undefined) | 8 | -2 | 3 | 0 | -0.8 | -1 | 0.1 | 5 | 5
N#C/C(=C\c1ccncc1)c1nc2c(s1)CCCC2 | 0 | -17 | 2 | 3 | -0.1 | -14 | -0.9 | 5 | 3
Cc1cc2c(c(=O)n1CCc1ccccc1)C(C(C)C)C(C#N)=C(N)O2 (centres undefined) | 1 | -10 | -5 | 4 | 0.1 | 4 | 0.7 | 6 | -6
COc1ccc(-n2ccnc2SCC(=O)NCc2ccccc2)c(OC)c1 | -3 | -3 | 2 | 1 | -0.1 | -20 | -0.5 | 0 | -3
Cc1ccc(NC(=O)C2OCCc3ccccc32)cc1Cl (centres undefined) | 0 | . | 2 | 3 | 0.8 | -11 | 0.5 | 6 | 11
N/C(=N\OS(=O)(=O)c1ccc2ccccc2c1)c1ccccn1 | 4 | 2 | -3 | -1 | 1.2 | -27 | 0.1 | 6 | -6
CNc1nc(N)c([N+](=O)[O-])c(Nc2cccc(F)c2)n1 | -2 | -9 | -1 | -3 | -1.2 | 5 | 1.2 | -2 | 0
Clc1ccc(Cn2cccn2)cn1 | 0 | -21 | 3 | -3 | 1.1 | 8 | 0.5 | -2 | -2
COc1ccc(NC(=O)c2ccc(N(C)S(C)(=O)=O)cc2)cc1OC | -1 | -2 | 2 | 3 | -0.4 | -6 | 0.3 | 5 | -9
CC(C)c1ccc(/C=N/NC(=O)c2cccc(S(=O)(=O)N3CCOCC3)c2)cc1 | -4 | -16 | 3 | -1 | 0.2 | -3 | 1.3 | -3 | -3
CCc1noc(C)c1C(=O)Nc1nc(-c2ccc(Cl)cc2Cl)c(C)s1 | 3 | -18 | -10[fluorescence artefact?] | -2 | 2.4 | -14 | -0.6 | 6 | -8
O=Cc1cccc(Oc2ncccn2)c1 | 3 | 1 | 4 | 0 | -0.3 | -5 | -1.0 | 2 | 5
O=C(COC(=O)CCc1ccc(S(=O)(=O)N2CCOCC2)cc1)Nc1cccc(Cl)c1 | 2 | -17 | 0 | -3 | 1.1 | -1 | -0.1 | 4 | 0
O=c1c2ccccc2oc2ncccc12 | -2 | -13 | 6 | 1 | -1.1 | 3 | 2.0 | 8 | 9
N#Cc1c(NC(=O)Cn2c(=O)oc3ccccc32)oc(-c2ccccc2)c1-c1ccccc1 | 0 | -12 | 2 | -4 | -4.2 | 9 | -0.2 | 1 | -22
Cc1n[nH]c(=S)n1/N=C/c1ccccc1 | 0 | -5 | 0 | -1 | 0.6 | 7 | 1.5 | -2 | -11
O=C(C1CCCCC1)N1CCN(c2nc(-c3ccc(F)cc3)cs2)CC1 | 3 | -15 | -3 | -2 | -0.5 | 5 | 0.4 | 2 | 10
O=C1CC(c2ccc(F)cc2)SC(N(c2ccccc2)c2ccccc2)=N1 (centres undefined) | 4 | 8 | 5[fluorescence artefact?] | 0 | -1.3 | 4 | -0.2 | 4 | -10
CSc1nccc(Oc2cncc(Cl)c2)n1 | 17* | 3 | -3 | -2 | 1.1 | 4 | 0.3 | 4 | -21
CC1=CC2(O)OCCN(CCO)C2=CC1=O (centres undefined) | 0 | 11 | 10 | 0 | -1.1 | 3 | 0.7 | 7 | -46
Cn1nnc2cc(C(=O)Nc3ccc4ccccc4c3)ccc21 | 8 | -14 | 1 | -1 | 0.6 | 7 | 1.8 | 2 | -14
COc1cccc(Nc2nc3ccccc3n3nnnc23)c1 | 0 | -14 | 2 | -6 | 0.5 | -2 | 0.3 | 2 | 9
Cc1nnsc1C(=O)NC(C)C12CC3CC(CC(C3)C1)C2 (centres undefined) | -2 | -16 | 8[fluorescence artefact?] | -4 | 0.1 | -10 | 0.6 | -1 | -7
O=C(O)CCC(=O)Nc1ccc(Br)cc1C(=O)c1ccccc1Cl | 5 | -13 | 0 | 4 | -0.7 | -12 | 2.1 | 0 | 4
Nc1nc(N2CCOCC2)nc2ccccc12 | -1 | -16 | 2[fluorescence artefact?] | 0 | 22* | -9 | 0.3 | 4 | 0
COc1ccc2cnn(Cc3ccccc3)c(=O)c2c1OC | 0 | -6 | -1 | -1 | 1.2 | 15 | -0.1 | 0 | -12
CC(C)NC(=O)C(=O)NCCN1CCN(S(=O)(=O)c2ccc(Cl)cc2)CC1 | 3 | -16 | 2 | 7 | -0.4 | -8 | -0.8 | 6 | 5
CCc1nnc(NC(=O)CSc2nc3ccccc3c(=O)n2CCCOC)s1 | 1 | 12 | -3[fluorescence artefact?] | -2 | 0.9 | 11 | -0.4 | 2 | -2
CCN1CCCC(CO)(Cc2ccccc2)C1 (centres undefined) | -4 | -1 | -1 | 0 | 1.3 | -9 | 0.1 | 4 | -24
